# AHR activator: activators of human aryl hydrocarbon receptor; activation, % at 5 µM; P35869; 320,000 compounds, 2.5% hits; AID 2796; AHR-responsive luciferase reporter cells, luminescence; in the data active = activation above about 47%;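 note: 0% = vehicle wells and 100% = reference agonist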
# MEP2-GFP yeast: modulators of TOR pathway MEP2-GFP in S. cerevisiae. S. cerevisiae MEP2-GFP strain, flow cytometry GFP, 3 h; 100% = DMSO control level. GFP response vs DMSO, % at 10 µM. 330,000 compounds, 0.51% hits;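 active = GFP response versus DMSO above a set limit, roughly screen mean plus 3 SD, cut at about 180% in these data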;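 note: median GFP fluorescence of the barcode-gated MEP2-GFP cells per well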
# procasp7 counter: activates human procaspase-7, counter-screen for procaspase-3 activators; P55210; recombinant procaspase-7, Ac-DEVD-pNA absorbance 405 nm; D23A/D198A/D206A triple mutant, cannot self-cleave; scale: DMSO 0, 5 µM enzyme 100; activation, % at 8.5 µM; 330,000 compounds, 0.093% hits; AID 463210;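 active = percent activation above the screen-wide mean plus 3 SD, cut at about 25% in these data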
# Target sequence (P55210 whole entry D23A/D198A/D206A): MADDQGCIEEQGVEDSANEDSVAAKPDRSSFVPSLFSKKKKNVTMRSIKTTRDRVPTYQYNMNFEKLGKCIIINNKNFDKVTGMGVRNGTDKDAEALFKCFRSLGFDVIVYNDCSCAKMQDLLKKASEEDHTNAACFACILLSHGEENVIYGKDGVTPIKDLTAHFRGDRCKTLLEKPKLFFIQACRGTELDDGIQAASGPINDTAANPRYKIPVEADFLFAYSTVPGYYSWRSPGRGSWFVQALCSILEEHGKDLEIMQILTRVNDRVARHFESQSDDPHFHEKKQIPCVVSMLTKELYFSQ
#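 System: Uncleavable procaspase-7 mutant enzyme; Amount: 2 µM procaspase-7 mutant as dispensed; Schedule: 1 h compound preincubation, 2 h substrate cleavage, 25 °C; Measured by: 405 nm absorbance of p-nitroaniline; Evaluation: percent activation from buffer-corrected 0–120 min absorbance change; Control set: low DMSO alone, high DMSO plus 5 µM PC-7.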
# CIT2-GFP yeast: yeast TOR pathway CIT2-GFP modulation. S. cerevisiae CIT2-GFP strain, flow cytometry, 3 h; 100 means same as DMSO wells. GFP response vs DMSO, % at 10 µM. 320,000 compounds, 0.065% hits;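 active = GFP response relative to DMSO above a set limit, near the screen mean plus 3 SD, cut at about 150% in these data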;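 note: ratio of well median GFP fluorescence to mean of DMSO wells on the plate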
# LAP4-GFP MLPCN: modulators of TOR pathway LAP4-GFP in S. cerevisiae; GFP response vs DMSO, % at 10 µM; 320,000 compounds, 0.34% hits; S. cerevisiae LAP4-GFP multiplex, flow cytometry GFP, 3 h; median GFP as percent of DMSO wells; AID 2023;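 active = GFP response vs DMSO above a set limit, about the screen mean plus 3 SD, cut at about 150% in these data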
# AGP1-GFP MLPCN: alters AGP1-GFP fluorescence in TOR pathway yeast screen | GFP response vs DMSO, % at 10 µM | S. cerevisiae AGP1-GFP multiplex flow cytometry, 3 h; GFP as percent of DMSO wells | 320,000 compounds, 0.02% hits;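 active = GFP response relative to DMSO above a set limit, near screen average plus 3 SD, cut at about 150% in these data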;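 note: median GFP channel fluorescence of the gated AGP1 strain per well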
# RPL19A-GFP yeast: yeast TOR pathway RPL19A-GFP modulation | S. cerevisiae RPL19A-GFP strain, flow cytometry, 3 h; hits give low values | percent response vs DMSO, % at 10 µM | 330,000 compounds, 0.3% hits | AID 2025;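 active = percent response vs DMSO below 50%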;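 note: median channel GFP fluorescence of the barcoded RPL19A-GFP strain; ratio of sample median GFP to plate DMSO average so 100% = DMSO; lower means less RPL19A-GFP as with rapamycin TOR inhibition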
# procasp3 activ: activates human procaspase-3; 330,000 compounds, 0.11% hits; recombinant procaspase-3 D3A, Ac-DEVD-pNA absorbance 405 nm; activation, % at 8.5 µM;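 active = activation above the mean of all tested compounds plus 3 SD, cut at about 21% in these data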;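 note: 0% = DMSO alone and 100% = DMSO wells spiked with extra 5 µM PC-3 D3A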
# Target sequence (P42574 whole entry D9A/D28A/D175A): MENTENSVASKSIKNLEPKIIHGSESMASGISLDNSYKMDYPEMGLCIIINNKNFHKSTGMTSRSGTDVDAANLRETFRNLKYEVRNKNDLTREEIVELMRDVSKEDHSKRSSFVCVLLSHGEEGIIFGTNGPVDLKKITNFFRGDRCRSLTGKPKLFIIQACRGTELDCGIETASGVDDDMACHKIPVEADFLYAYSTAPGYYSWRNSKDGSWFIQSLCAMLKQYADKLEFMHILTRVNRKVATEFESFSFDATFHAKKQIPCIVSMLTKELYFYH
#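 Assay system – Procaspase-3 D3A mutant · Benchmarks – DMSO low control, extra-enzyme high control · Technique – 405 nm absorbance of p-nitroaniline, reads at 0 and 120 min · Doses – 8.5 µM nominal · Measure – % activation between DMSO and enzyme-spiked controls · Also added – Ac-DEVD-pNA chromogenic peptide substrate · Schedule – 1 h compound preincubation, 2 h substrate hydrolysis at 25 °C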
# Starred values were filed as active, the others as inactive; / = no result given; [ ] = dose if it differs, or a comment.
SMILES,AHR activator,MEP2-GFP yeast,procasp7 counter,CIT2-GFP yeast,LAP4-GFP MLPCN,AGP1-GFP MLPCN,RPL19A-GFP yeast,procasp3 activ
CCN(c1ccc(OC)cc1)c1ncnc2nc[nH]c12,-3.4,98.5,3.8,100.3,93.8,99.0,100.7,-0.4
O=C(CNC(=O)c1ccc2ccccc2c1)OCC(=O)N1CCN(S(=O)(=O)c2ccc3ccccc3c2)CC1,1.9,99.6,-3.5,102.7,89.6,95.4,101.3,5.8
Cc1cc2c(c(=O)n1Cc1ccco1)C(c1cccnc1)C(C#N)=C(N)O2 (stereo not drawn),0.8,94.4[may fluoresce violet],-13.8,/,92.3[may fluoresce violet],59.5[may fluoresce violet],99.7[may fluoresce violet],-11.1
C/C(N)=C(/C#N)C(=O)COC(=O)c1oc2ccccc2c1COC(C)C,3.4,96.5,8.6,96.5,110.3,108.5,101.4,0.5
Cc1cccc(N(C(=O)c2ccc(Cl)cc2)C2CS(=O)(=O)CC2OC(=O)c2ccc(Cl)cc2)c1 (stereo not drawn),-2.2,99.1,10.4,97.5,109.0,106.0,97.3,0.4
NS(=O)(=O)c1cccc(NC(=O)COC(=O)COc2ccc3ccccc3c2)c1,1.1,109.5,6.9,111.0,111.5,108.4,110.7,5.1
COc1ccccc1C(=O)NNC(=O)c1ccccc1,41.6,108.8,-1.0,111.3,99.3,104.1,96.3,-3.1
O=C1CC(C(=O)NCc2ccccc2)N=C(N2CCCCC2)N1 (stereo not drawn),1.0,103.5,-0.1,/,91.2,107.7,104.5,10.3
CCc1noc(C)c1C(=O)NC1CCCc2c1cnn2-c1ccc(C(C)(C)C)cc1 (stereo not drawn),1.0,98.8,7.7,104.6,84.5,95.7,101.3,2.4
COc1cccc(OC)c1C(=O)NC(=O)Oc1c(F)cccc1F,-1.6,100.8,-7.8,89.0,103.1,91.1,100.4,-3.7
CCOC(=O)CC1=C(C(=O)OCC)C(c2cccnc2)C(C#N)=C(N)O1 (stereo not drawn),3.3,92.4,1.0,93.4,96.5,103.0,93.2,-3.0
O=C(Nc1nc2ccsc2c(=O)s1)C1CCC1,-1.6,92.7,0.0,82.4,105.0,95.5,92.6,2.4
CCN1CCN(C(=O)C2CCN(Cc3cc(Cl)ccc3O)CC2)CC1,0.6,106.8,10.5,96.3,96.3,99.6,98.9,-7.3
O=C1OC(Nc2nc3ccccc3s2)c2ccccc21 (stereo not drawn),1.7,102.6,7.8,98.8,103.1,102.9,99.9,4.0
O=S(=O)(c1ccccc1)c1nc(-c2ccco2)oc1NCCCn1ccnc1,4.5,130.9,2.4,112.0,121.4,/,107.1,14.1
CCCC(C)NC(=O)c1cc(C(=O)OC)cc([N+](=O)[O-])c1 (stereo not drawn),4.5,103.5,6.2,98.2,96.0,99.6,104.3,-7.0
COC(=O)c1ccc(NC(=O)CC2C(=O)N(C)C(=S)N2Cc2ccc(S(N)(=O)=O)cc2)cc1 (stereo not drawn),1.8,111.5,-4.1,90.4,98.1,89.1,91.3,-3.5
CCCNC(=O)c1ccccc1NS(=O)(=O)c1ccc2c(c1)OCCO2,2.7,97.5,7.5,94.7,89.7,95.7,96.4,2.4
CCc1cccc(CC)c1NC(=O)CSc1nnc(C2CC2)n1C,0.0,102.1,-6.1,98.2,100.7,96.0,100.3,-1.4
CCC1CCCCN1C(=O)c1cc(COc2ccc(-n3cncn3)cc2)on1 (stereo not drawn),2.7,96.6,13.0,97.4,92.5,93.7,94.4,1.5
CCCCCCc1c(C)[nH]c2nc3ccccc3n2c1=O,1.7,102.2,3.1,95.4,89.0,97.2,102.7,1.6
COc1ccccc1N1CCN(C2CC(=O)N(c3ccc(Cl)cc3)C2=O)CC1 (stereo not drawn),0.8,114.8,-12.0,107.1,101.1,103.6,107.8,-17.7
CCCCNc1ncnc2c1cnn2-c1ccccc1,-2.1,90.3,6.2,81.7,95.1,/,85.9,-3.9
COC(=O)C1=CN(c2ccc(Cl)cc2)C=C(C(=O)OC)C1c1ccc([N+](=O)[O-])cc1,/,107.1,/,81.7,76.2,81.3,108.6,/
CCN(C[C@H]1N[C@@](C)(C(=O)OC)[C@H]2C(=O)N(C)C(=O)[C@@H]12)C(=O)Nc1ccccc1,0.6,87.2,1.0,97.6,93.6,89.5,88.9,-2.2
Cc1ccc(-c2nsc(SCC(=O)Nc3ccc4c(c3)OCO4)n2)cc1,29.9,107.4,11.6,98.4,107.2,102.2,103.7,10.8
CCn1c(SCc2nc3ccccc3c(=O)[nH]2)nc2ccccc2c1=O,67.3*,99.9,13.1,82.4,89.7,85.7,86.7,-8.2
Cc1cccc(C)c1NC(=O)CCCSc1nnc(N)s1,1.9,95.3,-2.5,107.8,98.0,99.2,105.6,3.7
Cc1ccc(C)c(NC(=O)CCN2CCN(CCO)CC2)c1,-1.2,101.7,2.8,101.9,89.2,100.9,97.8,1.0
COc1ccc(-c2noc(CN(C(=O)c3c(-c4ccccc4Cl)noc3C)C(C)C)n2)cc1,-1.3,100.3,8.1,105.3,99.3,101.8,104.1,8.8
O=C(NCc1nc(-c2ccccc2)no1)c1ccc(Br)o1,4.7,102.5,-5.0,95.5,102.0,99.7,98.2,2.1
CC(C)(C)NS(=O)(=O)c1ccc(CCC(=O)NCc2cccnc2)cc1,7.4,97.3,1.4,97.7,95.7,102.1,98.3,1.2
CCC(C)[C@H](N)c1nnc(SCC(=O)Nc2cccc(Cl)c2)o1 (stereo partly drawn),9.9,101.3,-4.7,88.0,98.9,96.7,95.3,7.4
COc1ccccc1NC(=O)COC(=O)Cc1c[nH]c2ccccc12,19.1,89.4,-13.0,96.2,110.3,101.2,96.8,-0.6
O=C(COC(=O)CSc1cc(Cl)ccc1Cl)NCc1ccc2c(c1)OCO2,-1.9,95.2,4.2,91.7,92.7,97.1,95.2,0.3
CSc1nnc(C(C)(C)C)c(=O)n1/N=C/c1ccc(C(C)C)cc1,-3.4,96.0,4.9,90.7,104.7,97.9,99.7,0.7
COc1ccc(S(=O)(=O)Nc2ccc3c(c2)CCC3)cc1,3.7,93.0,-4.8,83.2,100.4,94.2,95.3,-0.8
CCOc1cc(/C=C(\C#N)C(N)=O)ccc1OCc1c(C)no[n+]1[O-],0.7,88.8,4.8,84.0,98.6,95.1,99.2,1.3
O=S(=O)(Nc1cccc2c1CCCC2)c1ccc(Cl)cc1,-0.3,99.2,8.3,98.4,98.1,100.9,105.9,6.5
Clc1ccc(Sc2oc(/C=N/n3cnnc3)cc2Br)cc1,2.4,107.4,-16.7,98.4,98.5,96.7,102.9,-10.7
Cc1ccc(NC(=O)CCC(=O)NNC(=O)c2ccccc2Cl)c(C)c1,1.3,91.7,-0.1,91.3,100.4,98.3,90.0,4.6
O=C1C=C(c2ccccc2)CC(c2cccs2)C1n1cnc([N+](=O)[O-])c1 (stereo not drawn),6.7,99.5,-12.7,97.5,95.6,102.2,95.4,5.2
CC(=O)Oc1cccc(C(=O)Nc2ccccc2NC(=O)c2cccc(OC(C)=O)c2)c1,2.5,94.8,0.8,87.6,84.3,87.0,96.2,-2.5
CCC(C)c1ccc(OCc2ccc(C(=O)O)o2)cc1 (stereo not drawn),-0.6,110.7,-8.2,92.9,103.2,89.4,100.4,5.8
CCCc1[nH]n(-c2ccc([N+](=O)[O-])cc2)c(=O)c1C=NCCc1ccc(OC)c(OC)c1,3.1,122.9,-2.8,105.5,102.8,93.1,102.5,1.0
O=C(NC(=S)NC1CCCCC1)c1ccccc1[N+](=O)[O-],0.9,98.7,0.7,93.5,99.3,89.5,102.6,-6.4
CC(C)CN(CC(C)C)C(=O)CN1C(=O)NC2(CCc3ccccc3C2)C1=O (stereo not drawn),3.9,107.1,0.2,103.2,93.5,97.8,104.1,-4.9
CCCCN(C)CCNC(=O)C1CCN(S(=O)(=O)c2cccc3nsnc23)CC1,0.1,89.7,0.0,101.2,90.2,98.8,98.2,2.7

# A second format for three compounds above.
> CCOc1cc(/C=C(\C#N)C(N)=O)ccc1OCc1c(C)no[n+]1[O-]
  AHR activator: 0.7; MEP2-GFP yeast: 88.8; procasp7 counter: 4.8; CIT2-GFP yeast: 84.0; LAP4-GFP MLPCN: 98.6; AGP1-GFP MLPCN: 95.1; RPL19A-GFP yeast: 99.2; procasp3 activ: 1.3
> O=S(=O)(Nc1cccc2c1CCCC2)c1ccc(Cl)cc1
  AHR activator: -0.3; MEP2-GFP yeast: 99.2; procasp7 counter: 8.3; CIT2-GFP yeast: 98.4; LAP4-GFP MLPCN: 98.1; AGP1-GFP MLPCN: 100.9; RPL19A-GFP yeast: 105.9; procasp3 activ: 6.5
> Clc1ccc(Sc2oc(/C=N/n3cnnc3)cc2Br)cc1
  AHR activator: 2.4; MEP2-GFP yeast: 107.4; procasp7 counter: -16.7; CIT2-GFP yeast: 98.4; LAP4-GFP MLPCN: 98.5; AGP1-GFP MLPCN: 96.7; RPL19A-GFP yeast: 102.9; procasp3 activ: -10.7

# New compounds follow:
SMILES,AHR activator,MEP2-GFP yeast,procasp7 counter,CIT2-GFP yeast,LAP4-GFP MLPCN,AGP1-GFP MLPCN,RPL19A-GFP yeast,procasp3 activ
CC(C)c1nc(SCC(=O)Nc2nc3c(s2)CCCC3)c2ccccc2n1,2.1,109.0,2.8,90.4,144.0,96.8,96.2,2.0
CN(Cc1cccs1)C(=O)C1CCN(S(=O)(=O)c2ccccc2)CC1,-0.9,99.9,5.6,104.1,106.1,107.7,105.8,7.3
O=S(=O)(c1cccc(Cl)c1)N1CCC(c2nc3ccccc3[nH]2)CC1,2.3,98.7,-6.9,101.4,94.4,98.2,96.3,-4.0
O=C(O)/C=C/C(=O)Nc1ccc(F)cc1F,-1.0,100.4,3.9,101.2,101.2,105.2,101.0,-6.9
COc1ccc(S(=O)(=O)N2Cc3ccccc3CC2C(=O)Nc2nccs2)cc1 (stereo not drawn),41.9,109.0,-9.1,97.6,109.1,100.2,104.0,1.1
CCOc1ccc2c(c1)C(NC(C)=O)C(=O)N2CCN1CCOCC1 (stereo not drawn),/,101.9,/,107.7,85.6,98.6,103.4,/
c1ccc2c(c1)[nH]c1c(N3CCCC3)ncnc12,64.7*,102.7,2.1,102.5,106.6,104.2,96.5,2.0
CCN1CCN(Cc2coc3ccc(C)cc3c2=O)CC1,2.0,105.3,2.6,98.7,100.7,100.8,102.3,1.9
COc1cc(/C=N/Nc2nc(N3CCCC3)nc(N3CCCC3)n2)ccc1OCc1ccccc1F,5.5,90.6,4.9,90.4,101.0,96.1,92.9,3.4
CCCN(C(=O)c1ccco1)c1nnc(-c2ccncc2)s1,6.8,107.1,-0.7,100.1,123.8,90.5,103.2,-10.6
O=C(CCCn1nnc(-c2cccnc2)n1)c1ccc(F)cc1,0.5,97.8,-8.0,93.6,101.1,92.5,98.7,0.4
Cc1ccccc1NC(=O)CN1C(=O)COc2ccc(S(=O)(=O)N3CCCC3)cc21,2.5,101.8,2.6,104.6,99.2,102.5,102.9,6.9
O=C(c1cccc(Cl)c1)c1nn(-c2ccccc2)c(=O)cc1C(F)(F)F,3.4,96.7,-0.9,96.3,94.8,99.0,98.2,-1.9
CC(C)(C)NC(=O)C1CC1(c1ccccc1)c1ccccc1 (stereo not drawn),0.8,99.3,3.1,101.4,92.8,94.4,101.0,5.2
O=C(NCC(O)c1ccccc1)c1ccc(Cl)c(S(=O)(=O)N2CCCCC2)c1 (stereo not drawn),0.6,107.6,1.4,102.0,96.1,101.9,103.5,-4.9
